AP ELISA ortho – alternative pathway complement inhibition, orthogonal assay; AID 1235; inhibition, % at 5 µM; actives 0.08% (n = 62,000); Human serum alternative complement pathway, LPS-coated ELISA, C3 deposition; tested in compound mixtures;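 active = inhibition above 30% in each of the two pooled mixtures holding the compound, so the lower value exceeds 30%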;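 also: 0% = serum in Mg-EGTA without compound and 100% = EDTA serum blank; some compounds past the cut are filed as inactive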
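Test system: human serum complement alternative pathway, C3 deposition onto LPS / Medium: Mg2+-EGTA GVB++ buffer containing human serum at 1:15 dilution / Probe or stimulus: Plate-bound LPS / Times: 1 h at 37 °C / Signal: ELISA with HRP anti-human C3 antibody, TMB substrate, absorbance 450 nm / Measure: percent inhibition / Repeats: two pool placements per compound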
FXIa inh mix – inhibitors of human coagulation factor XIa, pooled mixtures. purified FXIa, fluorogenic substrate. inhibition, % at 5 µM. actives 0.19% (n = 62,000). AID 680; in the data active = inhibition above about 20%, passing the limit was not always enough;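 also: each value is inhibition by a whole ten-compound pool holding the compound; 0% = enzyme with no mixture and 100% = wells lacking enzyme; strong numbers were not always called active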
Cathepsin G inh – cathepsin G (human) inhibition; P08311; purified enzyme, AMC-tetrapeptide fluorescence, pooled mixtures; inhibition, % at 5 µM (by protocol); actives 0.2% (n = 62,000);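 active = inhibition above 20% in each of the two mixture wells holding the compound; inactive = inhibition of 20% or less in either well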;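 also: 0% = enzyme control without mixture and 100% = blank lacking enzyme; strong numbers were not always called active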
CatS block – blocks human cathepsin S protease activity; P25774; recombinant cathepsin S, AMC dipeptide fluorescence, pooled mixtures; inhibition, %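 (tested at 5 µM per compound within 10-compound mixtures)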; actives 0.06% (n = 62,000); AID 501; in the data active = inhibition above about 32%, passing the limit was not always enough;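 also: 0% = enzyme without compound and 100% = blank without enzyme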
CatB mixtures – human cathepsin B inhibition by mixtures. P07858. Purified cathepsin B, AMC dipeptide fluorescence, compound mixtures. inhibition, %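 (ten-compound pools at 5 µM per compound and 50 µM total)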. actives 0.06% (n = 62,000); in the data active = inhibition above about 22%, passing the limit was not always enough;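 also: 0% = enzyme without compound and 100% = no enzyme blank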
CatL inh – blocks human cathepsin L protease activity; P07711; purified cathepsin L, fluorogenic substrate, fluorescence; inhibition, %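 (tested at 10 µM)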; actives 0.17% (n = 58,000); in the data active = inhibition above about 45%;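 also: 0% = enzyme with no compound and 100% = no enzyme blank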
CatB inh – blocks human cathepsin B protease activity. P07858. purified cathepsin B, fluorogenic substrate, fluorescence. inhibition, %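 (tested at 10 µM)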. actives 0.1% (n = 63,000). AID 453; in the data active = inhibition above about 21%;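 also: 0% = enzyme with no compound and 100% = no enzyme blank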
C1s block – human complement C1s inhibition | mean inhibition % of two 10-compound mixtures (hits give high values), % at 5 µM (by protocol) | purified C1s, fluorogenic AMC substrate, pooled mixtures | actives 0.16% (n = 62,000) | P09871;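 active = inhibition above 20% in each of the two 10-compound mixture wells holding the compound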;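 also: 0% = enzyme wells lacking compound mixture and 100% = no-enzyme blank wells; some compounds called inactive have numbers as strong as hits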
E coli RNAP – blocks E. coli RNA polymerase transcription | P0A8V2 | actives 0.2% (n = 62,000) | inhibition, %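 (tested at 10 µM)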 | fluorescence transcription assay; in the data active = inhibition above about 20%;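 also: 0% = enzyme without compound and 100% = no enzyme blank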
Target sequence (P0A8V2 whole entry, looked up): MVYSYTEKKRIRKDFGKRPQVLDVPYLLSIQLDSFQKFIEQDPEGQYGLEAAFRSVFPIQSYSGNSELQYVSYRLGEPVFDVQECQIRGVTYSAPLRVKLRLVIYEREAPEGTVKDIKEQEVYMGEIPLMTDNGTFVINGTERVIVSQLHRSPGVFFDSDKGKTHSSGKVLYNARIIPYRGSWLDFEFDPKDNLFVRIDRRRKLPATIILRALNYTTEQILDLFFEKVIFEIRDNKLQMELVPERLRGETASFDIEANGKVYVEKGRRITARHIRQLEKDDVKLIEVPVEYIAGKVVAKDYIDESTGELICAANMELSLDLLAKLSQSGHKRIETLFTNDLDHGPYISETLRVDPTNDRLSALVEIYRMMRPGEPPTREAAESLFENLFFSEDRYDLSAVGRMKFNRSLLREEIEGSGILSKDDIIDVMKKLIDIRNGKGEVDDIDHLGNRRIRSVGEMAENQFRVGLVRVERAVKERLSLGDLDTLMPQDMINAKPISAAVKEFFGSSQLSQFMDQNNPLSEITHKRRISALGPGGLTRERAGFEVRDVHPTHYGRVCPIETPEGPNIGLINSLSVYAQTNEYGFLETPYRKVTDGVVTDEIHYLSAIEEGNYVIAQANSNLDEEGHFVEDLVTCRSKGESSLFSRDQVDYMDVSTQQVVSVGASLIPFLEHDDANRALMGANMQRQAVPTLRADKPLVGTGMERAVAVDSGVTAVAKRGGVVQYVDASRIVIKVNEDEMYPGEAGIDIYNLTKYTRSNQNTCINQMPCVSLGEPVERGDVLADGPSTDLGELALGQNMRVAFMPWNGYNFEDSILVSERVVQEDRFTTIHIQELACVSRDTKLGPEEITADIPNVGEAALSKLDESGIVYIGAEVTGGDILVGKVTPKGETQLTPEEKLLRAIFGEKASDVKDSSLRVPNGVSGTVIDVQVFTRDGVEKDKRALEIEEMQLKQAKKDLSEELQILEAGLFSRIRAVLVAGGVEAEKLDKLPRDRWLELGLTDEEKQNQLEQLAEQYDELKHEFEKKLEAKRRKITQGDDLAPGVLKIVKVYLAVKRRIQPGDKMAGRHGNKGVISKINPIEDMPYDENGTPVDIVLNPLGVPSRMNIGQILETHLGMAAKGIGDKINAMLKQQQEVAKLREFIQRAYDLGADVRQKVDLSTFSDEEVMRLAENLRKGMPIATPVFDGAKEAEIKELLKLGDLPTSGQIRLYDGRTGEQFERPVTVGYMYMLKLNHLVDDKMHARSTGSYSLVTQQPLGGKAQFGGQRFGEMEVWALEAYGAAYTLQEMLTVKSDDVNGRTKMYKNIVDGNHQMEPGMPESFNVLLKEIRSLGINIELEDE
Active calls of the source: *; x = not tested or not shown.

AP ELISA ortho	FXIa inh mix	Cathepsin G inh	CatS block	CatB mixtures	CatL inh	CatB inh	C1s block	E coli RNAP	molecule
9	0	9	-12	7	-4	5	-4	2	CCOC(=O)Cc1cc(=O)n2[nH]c(C)c(-c3ccc(OC)cc3)c2n1
0	0	12	-5	2	6	3	9	10	Cc1ccc(-n2ncc(C(=O)N3CCc4ccccc4C3)c2NC(=O)c2ccco2)cc1C
20	0	8	-2	3	3	1	-3	-1	COc1ccc(CCn2c(=O)[nH]c3cc(C(=O)NCCCN4CCOCC4)ccc3c2=O)cc1OC
9	-4	8	-4	-4	2	2	-7	3	Cc1cccc(NC(=O)CSc2nnc([C@@H]3CCCN3C(=O)OC(C)(C)C)o2)c1C
17	10	-1	7	5	-4	-5	4	-4	N=c1n(CCO)c2ccccc2n1CCOc1ccc(Cl)cc1Cl
16	6	10	-5	2	x	-1	13	1	O=C(CSC1=Nc2ccccc2C2=NC(CC(=O)NC3CCCCC3)C(=O)N12)NCc1ccco1 (centres undefined)
3	9	10	7	-1	x	3	6	6	CCCNC(=O)CS(=O)Cc1nc(-c2ccccc2C)oc1C (centres undefined)
21	1	0	-5	5	0	-6	-31	1	COc1ccc(-n2c(N)c(C(=O)NCC3CCCO3)sc2=S)cc1 (centres undefined)
-5	11	6	1	-2	0	2	3	2	COc1cc(NC(=O)C(C)C)ccc1NC(=O)c1ccco1
-1	1	8	5	4	0	2	-11	7	COc1ccc(-n2c(SCC(=O)OC(C)C)nnc2-c2ccccn2)cc1
6	0	-3	-4	0	-2	0	0	4	CCOC(=O)Cn1cc(C(=O)OC)c2ccccc21
5	3	-2	14	5	4	-2	0	8	COc1cccc(NC(=O)c2cccs2)c1
3	6	0	5	-3	1	-1	0	-1	Cc1cc(=O)[nH]c(/N=C(/NC(=O)c2ccccc2)Nc2ccc3c(c2)OCCO3)n1
6	14	3	-3	-1	-1	2	7	-1	O=C(Nc1ccc2c(c1)nc1n2CCOC1)c1ccco1
2	7	9	8	9	8	-2	9	9	CC1CC(=O)c2cnc(NCC3CCCO3)nc2C1 (centres undefined)
9	2	1	9	6	24	-1	-14	8	CCCCC(=O)Nc1ccc(NC(=O)C2CC2)cn1
5	4	13	9	2	26	2	15	4	Cc1ccc(N2C(N)=NC(N)=NC2(C)C)c(C)c1
16	3	7	-4	4	-2	-1	-19	5	CCC1(C)Cc2c(sc3c2c(=O)n(C)c2nnc(SCC(=O)c4ccccc4)n32)CO1 (centres undefined)
-13	4	-8	6	1	8	5	-20	4	O=C(CC1(O)C(=O)N(C/C=C/c2ccccc2)c2ccccc21)c1ccccn1 (centres undefined)
5	3	0	-4	2	12	1	1	0	O=C(Nc1ccccc1OC(F)F)c1ccccc1
-5	4	-4	4	-8	4	-1	-31	0	O=C(O)CCC(=O)N1CCN(c2cccc(Cl)c2)CC1
9	9	2	6	5	13	-1	-26	13	O=C(CNS(=O)(=O)c1cccc(C(F)(F)F)c1)Nc1ccccc1F
-3	3	18	7	-4	x	3	12	6	CS(=O)(=O)N(CC(=O)N1CCN(c2ccccc2)CC1)c1cc(C(F)(F)F)ccc1Cl
-2	-7	-5	0	-3	28	0	-19	6	O=C(NCCCN1CCN(CCCNC(=O)c2ccccc2F)CC1)c1ccccc1F
4	3	-4	20	6	5	2	-5	7	Cc1ccc(N)c(C(O)(C(F)(F)F)C(F)(F)F)c1
7	6	10	1	4	11	-1	16	9	Cc1cccc(N2CCN(c3nnnn3-c3ccccc3)CC2C)c1 (centres undefined)
9	12	10	-9	6	-8	-1	19	4	O=C(Nc1ccccc1)N1CCN2C(=O)c3ccccc3C12c1ccccc1 (centres undefined)
-5	3	-9	45	7	6	5	-43	2	COC(=O)C1=C(C(=O)c2ccccc2)C(c2ccc(OC)c(OC)c2)Nc2nnnn21 (centres undefined)
3	9	-2	12	4	x	-1	-31	4	Cc1ccc2nc(C(F)OC(F)(F)F)[nH]c2c1 (centres undefined)
-32	6	-8	21	7	17	8	-26	6	CC(=O)c1ccc(NC2OC(CO)C(O)C(O)C2O)cc1 (centres undefined)
0	2	8	-15	1	-11	1	-4	8	O=C(O)C1[C@H]2C(=O)N(C3CCCC3)C[C@]23C=C[C@H]1O3 (some centres undefined)
8	-5	-3	-21	-8	-122	-6	-119	-23	CCCn1c(=NC(=O)c2ccncc2)c(C#N)cc2c(=O)n3cccc(C)c3nc21
-2	0	7	-6	-9	-5	1	-5	3	CCSC1(SCC)N=C(N)C2(C#N)C(c3ccccc3)NC(C)=C(C)C12C#N (centres undefined)
7	5	10	20	-1	x	2	3	6	CCc1nc(N)c(C#N)c(-c2cccnc2)c1C
9	9	10	-6	7	-1	-3	16	1	O=C(Nc1ccccc1)N(Cc1cccnc1)Cc1ccco1
-9	-4	7	12	1	x	4	2	3	Cc1ccc(C2(C)NC(=O)N(CC(=O)NC(=O)NCCC(C)C)C2=O)cc1 (centres undefined)
-8	-2	4	5	4	-4	6	0	13	CC(C)Cc1nc2oc3c(NCc4cccnc4)ncnc3c2c2c1CCC2
1	-6	3	3	-2	20	-4	0	9	O=C(c1ccccc1)c1ccc(OCC(O)CN2CCOCC2)cc1 (centres undefined)
13	2	-3	-3	-4	x	-4	-7	-5	COCCNC(=O)c1cc(-c2ccc(Cl)c(Cl)c2)on1
15	-22	-25	-28	-10	-16	-1	-57	4	C=C(C)C1Cc2c(C)nn(-c3ccccc3)c2C1 (centres undefined)

20 of the compounds above, with values under each structure.
Results follow in this order: AP ELISA ortho, FXIa inh mix, Cathepsin G inh, CatS block, CatB mixtures, CatL inh, CatB inh, C1s block, E coli RNAP
O=C(O)CCC(=O)N1CCN(c2cccc(Cl)c2)CC1
    -5, 4, -4, 4, -8, 4, -1, -31, 0
O=C(CNS(=O)(=O)c1cccc(C(F)(F)F)c1)Nc1ccccc1F
    9, 9, 2, 6, 5, 13, -1, -26, 13
CS(=O)(=O)N(CC(=O)N1CCN(c2ccccc2)CC1)c1cc(C(F)(F)F)ccc1Cl
    -3, 3, 18, 7, -4, x, 3, 12, 6
O=C(NCCCN1CCN(CCCNC(=O)c2ccccc2F)CC1)c1ccccc1F
    -2, -7, -5, 0, -3, 28, 0, -19, 6
Cc1ccc(N)c(C(O)(C(F)(F)F)C(F)(F)F)c1
    4, 3, -4, 20, 6, 5, 2, -5, 7
Cc1cccc(N2CCN(c3nnnn3-c3ccccc3)CC2C)c1 (centres undefined)
    7, 6, 10, 1, 4, 11, -1, 16, 9
O=C(Nc1ccccc1)N1CCN2C(=O)c3ccccc3C12c1ccccc1 (centres undefined)
    9, 12, 10, -9, 6, -8, -1, 19, 4
COC(=O)C1=C(C(=O)c2ccccc2)C(c2ccc(OC)c(OC)c2)Nc2nnnn21 (centres undefined)
    -5, 3, -9, 45, 7, 6, 5, -43, 2
Cc1ccc2nc(C(F)OC(F)(F)F)[nH]c2c1 (centres undefined)
    3, 9, -2, 12, 4, x, -1, -31, 4
CC(=O)c1ccc(NC2OC(CO)C(O)C(O)C2O)cc1 (centres undefined)
    -32, 6, -8, 21, 7, 17, 8, -26, 6
O=C(O)C1[C@H]2C(=O)N(C3CCCC3)C[C@]23C=C[C@H]1O3 (some centres undefined)
    0, 2, 8, -15, 1, -11, 1, -4, 8
CCCn1c(=NC(=O)c2ccncc2)c(C#N)cc2c(=O)n3cccc(C)c3nc21
    8, -5, -3, -21, -8, -122, -6, -119, -23
CCSC1(SCC)N=C(N)C2(C#N)C(c3ccccc3)NC(C)=C(C)C12C#N (centres undefined)
    -2, 0, 7, -6, -9, -5, 1, -5, 3
CCc1nc(N)c(C#N)c(-c2cccnc2)c1C
    7, 5, 10, 20, -1, x, 2, 3, 6
O=C(Nc1ccccc1)N(Cc1cccnc1)Cc1ccco1
    9, 9, 10, -6, 7, -1, -3, 16, 1
Cc1ccc(C2(C)NC(=O)N(CC(=O)NC(=O)NCCC(C)C)C2=O)cc1 (centres undefined)
    -9, -4, 7, 12, 1, x, 4, 2, 3
CC(C)Cc1nc2oc3c(NCc4cccnc4)ncnc3c2c2c1CCC2
    -8, -2, 4, 5, 4, -4, 6, 0, 13
O=C(c1ccccc1)c1ccc(OCC(O)CN2CCOCC2)cc1 (centres undefined)
    1, -6, 3, 3, -2, 20, -4, 0, 9
COCCNC(=O)c1cc(-c2ccc(Cl)c(Cl)c2)on1
    13, 2, -3, -3, -4, x, -4, -7, -5
C=C(C)C1Cc2c(C)nn(-c3ccccc3)c2C1 (centres undefined)
    15, -22, -25, -28, -10, -16, -1, -57, 4

Following part.
AP ELISA ortho	FXIa inh mix	Cathepsin G inh	CatS block	CatB mixtures	CatL inh	CatB inh	C1s block	E coli RNAP	molecule
9	5	8	13	6	x	18	-1	9	Cc1cc(C)cc(N(CC(=O)N2CCc3ccccc32)S(=O)(=O)c2c(C)noc2C)c1
-9	-3	-3	2	-1	29	1	1	6	Nc1nc2c(s1)CC(c1ccccc1)CC2 (centres undefined)
5	6	9	-2	3	x	3	10	3	OC1CCCN(c2c3c(nc4cc(-c5cccc(Cl)c5)nn24)CCC3)C1 (centres undefined)
11	8	-2	-3	0	2	2	-4	-6	Cc1cc(S(=O)(=O)NCCc2ccccc2)c(C)s1
14	4	-1	-2	-3	x	x	0	x	CCCCCCc1nnc(NC(=O)OCC)s1
0	0	-4	26	2	21	11	-40	4	CCC(CC)C(=O)Nc1cc(C)c2c(=O)oc3ccccc3c2n1
-6	-3	-1	7	0	x	12	-23	13	COCCCNC(=O)C1C2C=CC3(CN(Cc4ccc(C)cc4)C(=O)C13)O2 (centres undefined)
10	13	11	13	6	x	2	21	9	O=C(Cc1ccccc1)n1nc(-c2ccccc2)nc1NCc1ccco1
17	3	17	-1	4	8	0	20	5	COc1ccc2c(=O)c(C(=O)NCCc3ccc(OC)c(OC)c3)c[nH]c2c1
-5	-12	-3	3	-4	11	5	-17	12	COc1cc(S(=O)(=O)NCCc2ccc3c(c2)OCO3)ccc1-n1cnnn1
17	5	6	-2	4	-7	1	1	10	COc1ccc2c(C(=O)CN3CCN(CCO)CC3)c[nH]c2c1
-8	6	17	8	0	-2	2	10	10	CCN(CC)CCCNC1CCS(=O)(=O)C1 (centres undefined)
6	7	12	x	50	1	1	13	9	CC1CCCC(N2C(=O)NC(NC(=O)c3ccco3)(C(F)(F)F)C2=O)C1C (centres undefined)
9	6	7	-2	4	8	6	10	11	Cc1onc(-c2c(Cl)cccc2Cl)c1C(=O)NCc1ccco1
20	5	8	0	4	1	2	3	9	COc1ccc(-c2cc(C(F)(F)F)n3ncc(C(=O)O)c3n2)cc1OC
11	7	11	-4	0	0	-1	3	-1	Cc1cc(C)nc(NC2=NCC(=O)N2c2ccccc2Br)n1
14	12	7	11	3	11	2	-19	12	O=C(c1ccco1)N1CCN(C(c2ccccc2)c2nnnn2Cc2cccs2)CC1 (centres undefined)
-3	-3	9	17	2	0	7	7	5	c1nc(NCC2(N3CCOCC3)CCCCC2)c2ccsc2n1
6	4	-6	-5	4	0	1	0	2	COC(=O)c1ccc(C(=O)OC)c(NC(=O)Nc2ccc3c(c2)OCO3)c1
-1	8	1	11	6	6	x	-1	8	c1nnn(C23CC4CC(CC(C4)C2)C3)n1
-3	3	-9	-11	-1	-10	2	-12	-13	CCCNC(=O)c1n[nH]c(=O)c2ccccc12
22	2	8	-22	2	10	2	8	x	Cc1nc(SCn2nnc3ccccc3c2=O)c2c(C)c(C)sc2n1
10	-4	2	3	-2	10	4	-53	6	O=C(NCCc1ccccc1)C1CCN(S(=O)(=O)c2cccc3nsnc23)CC1

Some of the compounds tested (hit frequency here may not be typical).
